M1 ag: agonists of human M1 muscarinic receptor | CHO-K1 hM1, Fluo-8 calcium fluorescence, agonist mode; 0% DMSO, 100% acetylcholine EC100 | hit rate 0.33% among 360,000 | activation, % at 3 µM | P11229;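 active = activation above the run's mean compound activation plus 3 SD, cut at about 16% in these data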;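 also: peak over basal fluorescence ratio within a 140 s kinetic read after compound addition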
TAAR1 ag: human TAAR1 agonism. Q96RJ0. CHO RD-HGA16 TAAR1, Fluo-8 calcium fluorescence; vehicle wells 0%, saturating PEA agonist 100%. activation, % at 3 µM. hit rate 0.99% among 360,000. AID 624467;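 active = activation above the mean activation of all test compounds in the run plus 3 SD, cut at about 38% in these data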
Target sequence (Q96RJ0 whole entry, looked up): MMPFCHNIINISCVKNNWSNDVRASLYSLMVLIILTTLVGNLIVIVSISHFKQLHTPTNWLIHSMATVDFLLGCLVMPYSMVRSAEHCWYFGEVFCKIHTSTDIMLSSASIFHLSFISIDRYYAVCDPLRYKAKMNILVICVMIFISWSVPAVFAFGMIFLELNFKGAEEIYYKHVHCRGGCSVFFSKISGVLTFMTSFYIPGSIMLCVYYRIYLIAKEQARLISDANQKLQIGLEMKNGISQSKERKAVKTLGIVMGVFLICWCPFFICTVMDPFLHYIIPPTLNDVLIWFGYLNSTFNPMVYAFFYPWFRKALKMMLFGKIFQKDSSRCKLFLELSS
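Test system: RD-HGA16 (CHO) cells co-expressing Gα16 and hTAAR1 / Benchmarks: DMSO vehicle as 0%, PEA at EC100 as 100% / Repeats: no replicates (n 1) / Measure: % activation from peak over basal fluorescence ratio, DMSO-to-PEA scaled / Timing: 17-24 h plating, Fluo-8 75 min 37 °C, 30 min RT / Technique: kinetic Fluo-8 calcium fluorescence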
CHO parental Ca: counter-screen for OX1R antagonists: effect in parental CHO cells; parental CHO-K1, ATP-induced calcium, Fluo-8 fluorescence; inhibition, % at 5.6 µM; hit rate 0.63% among 330,000; AID 463079;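 active = inhibition above that plate's mean sample inhibition plus 3 SD, cut at about 26% in these data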;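 also: 0% = ATP-challenged DMSO wells and 100% = DMSO wells without ATP; some compounds past the cut are filed as inactive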
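Test system: untransfected parental CHO cell line; also added: ATP stimulus; dosing: 5.6 µM, single dose; signal: calcium-sensitive Fluo-8 fluorescence; measure: percent inhibition of ATP-evoked calcium rise, normalized to controls; benchmarks: low control ATP plus DMSO, high control DMSO only; replication: one well per compound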
M1 antag: human CHRM1 antagonism; P11229; CHO-K1 hM1, Fluo-8 calcium fluorescence, ACh EC80 antagonist; inhibition, % at 3 µM; hit rate 1.3% among 360,000;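 active = percent inhibition above its own plate's cutoff, namely the mean of that plate's compound wells plus 3 SD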;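 also: peak over basal fluorescence ratio during 140 s after agonist addition; 0% = ACh EC80 plus DMSO and 100% = DMSO alone without agonist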
CHO-K1 Ca antag: nonselective inhibitor or artifact in parental CHO-K1 cells; ATP-induced calcium, Fluo-8 fluorescence; inhibition, % at 3 µM; hit rate 0.6% among 360,000;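 active = inhibition above a per-plate cutoff, the plate's mean sample inhibition plus 3 SD, cut at about 24% in these data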;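 also: 0% = DMSO plus EC80 ATP and 100% = DMSO alone without ATP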
M1 PAM parental: nonselective activator or artifact in parental CHO-K1 calcium assay. ATP EC20, Fluo-8 calcium fluorescence; 0% at ATP EC20, 100% at ATP max. activation, % at 3 µM. hit rate 0.02% among 360,000. AID 602247;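 active = activation above the run cutoff, the mean activation of all test compounds plus 3 SD, cut at about 40% in these data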;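 also: peak over basal fluorescence ratio in a 140 s read after ATP addition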
CHO-K1 Ca ag: nonselective activator or artifact in parental CHO-K1 cells. Fluo-8 calcium fluorescence; scaled to maximal ATP response, vehicle zero. activation, % at 3 µM. hit rate 0.48% among 360,000; in the data active = activation above about 15%;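 also: untransfected CHO-K1 host cells lacking M1 receptor as counterscreen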
OXTR potentiator: potentiates the human oxytocin receptor response; P30559; hit rate 0.061% among 320,000; CHO-OTR cells, Fluo-8 calcium fluorescence, potentiator mode; 0% = oxytocin EC15, 100% = EC100; AID 2445; activation, % at 3 µM;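 active = activation above that plate's cutoff, the mean activation of tested compounds plus 3 SD, cut at about 6.6% in these data, passing the limit was not always enough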;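 also: 100% uses oxytocin at 75 nM as the full agonist control; some results filed as inactive read as strong as hits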
Target sequence (P30559 whole entry, looked up): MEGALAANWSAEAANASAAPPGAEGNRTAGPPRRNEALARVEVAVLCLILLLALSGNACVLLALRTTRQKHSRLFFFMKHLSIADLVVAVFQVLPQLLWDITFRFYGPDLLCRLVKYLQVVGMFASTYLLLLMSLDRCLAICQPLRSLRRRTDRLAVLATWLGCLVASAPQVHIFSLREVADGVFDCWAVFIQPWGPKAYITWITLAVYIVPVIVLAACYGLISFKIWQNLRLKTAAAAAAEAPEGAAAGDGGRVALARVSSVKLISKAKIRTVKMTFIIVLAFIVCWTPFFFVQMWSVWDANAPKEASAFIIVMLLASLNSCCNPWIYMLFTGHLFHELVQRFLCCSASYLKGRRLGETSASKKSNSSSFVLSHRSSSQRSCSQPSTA
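Dosing: Single dose, 3.0 µM nominal final compound concentration | Material: Human OTR in CHO cells | Technique: Kinetic Fluo-8 calcium fluorescence | Benchmarks: EC15 oxytocin alone as 0%, 75 nM oxytocin as 100% | Probe or stimulus: Oxytocin at about EC15, sub-maximal agonist stimulus | Incubation: Compound 6 min at room temperature before oxytocin, 100 s read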
TAAR1 antag: antagonists of human TAAR1. inhibition, % at 3 µM. CHO RD-HGA16 TAAR1, Fluo-8 calcium fluorescence, antagonist. hit rate 1.5% among 360,000;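 active = inhibition above a per-plate cutoff, the mean inhibition of test compounds on that plate plus 3 SD, cut at about 49% in these data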;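 also: 0% = DMSO plus EC80 beta-PEA response and 100% = DMSO alone without agonist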
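Material: CHO RD-HGA16 cells bearing hTAAR1; compound dosing: one-point dosing, 3 µM nominal final; schedule: dye loading 75 min at 37 °C, then 30 min room temperature; measured by: calcium fluorescence with Fluo-8; control set: vehicle and agonist controls; replication: n of 1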
Starred values were filed as active, the others as inactive; x = no result given.

mol	M1 ag	TAAR1 ag	CHO parental Ca	M1 antag	CHO-K1 Ca antag	M1 PAM parental	CHO-K1 Ca ag	OXTR potentiator	TAAR1 antag
COc1ccc2nc(NC(=S)NC(=O)c3ccco3)sc2c1	-4.5	3.9	-4.0	-4.9	-2.2	14.9	1.5	1.0	-13.3
Cc1nnc(SCC(=O)Nc2ccc(-c3nc4ccccc4s3)cc2)s1	-5.4	4.0	-14.6	2.2	-4.7	3.1	0.7	-6.0	-0.3
Cc1ccc(C(=O)COC(=O)CN2C(=O)C3C4C=CC(C4)C3C2=O)cc1C (stereo not drawn)	-1.0	0.3	-4.0	-1.3	-10.2	7.1	4.0	-7.0	-4.2
CCO[C@H]1OC(C(=O)O)=C[C@@H](C)[C@@H]1CCCO	-2.5	1.0	-8.2	3.6	-2.2	10.8	0.7	-13.0	-3.1
COCCOCCn1cnc2ccccc21	-2.5	1.6	15.9	-3.3	-11.8	14.1	0.7	-19.4	-5.6
COC1CCCCC1Nc1ccc(C)c(C)c1 (stereo not drawn)	-4.9	9.3	-8.8	6.6	-9.3	2.0	-0.1	5.1	3.3
Cc1cccc(-n2c(O)c(C=Nc3ccccc3O)c3ccccc3c2=O)n1	-2.3	5.2	4.1	0.3	3.1	-14.1	1.2	-8.6	8.1
CCOC(=O)C1(Cc2ccccc2)CCN(Cc2ccc3c(c2)OCCO3)CC1	-8.3	3.6	-18.4	-2.0	12.6	-3.8	3.9	-7.2	-1.7
O=C1c2ccccc2C(Nc2ccc3c(c2)OCCO3)N1c1ccccn1 (stereo not drawn)	-5.2	-1.3	-13.0	-8.1	6.6	-1.3	0.7	-4.3	-6.9
CCOC(=O)Cc1c(C)nc2c(-c3ccccc3)c(C)[nH]n2c1=O	-2.2	3.9	-2.5	-2.0	-14.8	-7.0	0.5	-3.8	10.8
Cc1cc(C(F)(F)F)n2nc(C(=O)O)c(Cl)c2n1	-1.1	0.8	-6.5	-20.3	-1.7	11.7	0.2	-8.0	-20.5
CCN(CC)c1ccc(/C=C/C(=O)c2ccc(Br)cc2)cc1	171.0*	137.8*	90.5*	79.0*	72.8*	-3.9	111.2*	-7.4	80.7*
Cc1ccc(C(=O)OCC(=O)NC(=O)c2ccc(C(C)(C)C)cc2)c(O)c1	1.3	1.4	1.9	33.5*	14.8	-8.3	-0.3	-3.0	-22.8
CCOC(=O)c1sc(C)c2c1NC(C)(c1ccccc1)NC2=O (stereo not drawn)	-4.6	22.5	-5.5	-6.8	22.0	-9.0	-0.8	-10.7	-4.9
COCCCn1c(SCC(=O)N2CCCC(C)C2)nnc1-c1ccco1 (stereo not drawn)	-5.1	4.8	-11.6	-15.8	-14.2	26.9	1.2	-2.9	-10.1
COc1ccc(NC(=O)CSc2nc3c([nH]c4ccccc43)c(=O)n2C)c(OC)c1	1.0	0.2	-19.4	-9.8	10.8	5.8	-0.5	-3.4	-27.1
O=C(OCN1C(=O)c2ccccc2C1=O)c1cc(S(=O)(=O)N2CCOCC2)ccc1F	-0.9	4.0	x	2.7	17.0	-25.9	0.5	x	-9.6
Cc1oc(-c2cccc(Cl)c2)nc1CN1CCC(C(=O)NCC2CCCO2)CC1 (stereo not drawn)	-6.3	3.3	3.1	3.5	12.3	-4.7	0.1	-4.8	9.2
Cc1ccc(N2C(=O)N(CC(=O)N(C)Cc3ccccc3)C(=O)C2C)cc1 (stereo not drawn)	-4.0	4.9	-5.8	-4.9	-11.8	12.8	0.8	-1.0	8.1
COC(=O)CSc1nnc(CNc2nc(-c3ccccc3)cs2)n1C	-3.2	0.8	-6.8	-8.7	-5.4	15.6	0.2	-10.7	-11.9

Ordered by the number under M1 antag (falling): 5 from the list above.
SMILES | M1 antag
CCN(CC)c1ccc(/C=C/C(=O)c2ccc(Br)cc2)cc1 | 79.0*
Cc1ccc(C(=O)OCC(=O)NC(=O)c2ccc(C(C)(C)C)cc2)c(O)c1 | 33.5*
COC1CCCCC1Nc1ccc(C)c(C)c1 (stereo not drawn) | 6.6
Cc1oc(-c2cccc(Cl)c2)nc1CN1CCC(C(=O)NCC2CCCO2)CC1 (stereo not drawn) | 3.5
CCOC(=O)C1(Cc2ccccc2)CCN(Cc2ccc3c(c2)OCCO3)CC1 | -2.0

Other entries follow:
mol	M1 ag	TAAR1 ag	CHO parental Ca	M1 antag	CHO-K1 Ca antag	M1 PAM parental	CHO-K1 Ca ag	OXTR potentiator	TAAR1 antag
Cc1ccc(C)c(S(=O)(=O)C(C#N)c2nc3ccccc3nc2N2CCOCC2)c1 (stereo not drawn)	-1.8	7.0	-14.8	6.3	1.5	1.0	1.5	-4.0	5.5
CCc1ccccc1NC(=O)CSc1nc2[nH]c(=O)cc(O)c2s1	2.2	1.3	0.2	-5.0	-16.2	14.3	0.3	1.6	-12.8
COc1ccccc1N=Cc1c(C)c(C#N)c2[nH]c3ccccc3n2c1=O	-2.5	2.4	-1.3	-3.1	-13.3	15.5	0.1	-17.3	-3.9
CC(=O)c1ccc(-n2nnnc2SCC(=O)NNC(=O)c2ccco2)cc1	-2.8	12.2	13.0	-9.1	-14.9	16.2	0.4	-1.5	13.5
C=CCNC(=O)c1cnn(-c2ccccc2)c1-c1ccccc1	-1.7	-1.7	-10.3	-9.7	-6.7	5.2	-0.1	-2.1	-20.0
Cn1nc(C(=O)NCC2COc3ccccc3O2)c2ccccc2c1=O (stereo not drawn)	-2.9	2.5	-18.3	10.8	-7.8	-3.9	1.3	2.2	2.8
COC(=O)CCCn1c(C)cc(C(=O)CCl)c1C	-4.6	0.0	-0.8	-9.5	-4.8	9.5	0.8	-2.0	11.9
Cc1ccc(CNC(=O)c2cc3c(s2)CN(Cc2ccccc2)C3)cc1	-6.0	2.2	-0.8	1.5	-1.3	-6.8	2.6	-16.9	1.7
COc1ccccc1Cn1c(=S)[nH]c2cc(C(=O)N3CCCC(C)C3)ccc2c1=O (stereo not drawn)	-3.2	-2.4	x	2.3	-1.4	6.4	1.7	x	7.2
O=c1ccc(Cc2ccccn2)n[nH]1	-4.1	10.1	2.1	-8.0	1.0	11.9	0.2	-6.7	-9.6
CCCCC(=O)Nc1cccc(NC(=O)c2ccc3c(c2)OCO3)c1	-4.4	8.3	-18.3	-7.3	2.0	-0.4	1.0	5.6	2.9
COC(=O)[C@]12CCCCC=C1N(Cc1cccc3ccccc13)C(=O)[C@H](CC(=O)NCc1cccc(C(F)(F)F)c1)C2	x	0.5	x	x	1.4	-15.1	0.4	x	-8.8
O=C(NCCCc1ccccc1)c1ccccc1O	-3.1	2.6	-3.2	7.6	-12.1	-4.6	5.1	-8.6	10.9
CCC(C)NCCOc1ccc(C)cc1[N+](=O)[O-] (stereo not drawn)	-6.4	0.8	x	-7.8	-12.7	14.9	0.5	x	-16.8
O=S1(=O)C[C@H](N2CCOCC2)[C@@H](COCc2ccccc2)N1	-4.1	0.8	x	-16.4	-15.1	0.5	0.3	x	-6.1
COc1ccc(-c2coc3c(CN4CCOCC4)c(O)ccc3c2=O)cc1	-5.8	0.6	-17.2	9.3	9.7	-6.0	0.1	-10.2	-18.6
CC1=C(C(=O)OC(C)C)C(c2cccs2)N2C(=O)CCSC2=N1 (stereo not drawn)	-5.2	-1.0	-6.5	-2.3	-2.7	4.7	-0.5	4.1	8.2
COc1cccc(CN2CCC2(C)C(=O)Nc2cccc(Oc3ccccc3)c2)c1F (stereo not drawn)	-2.7	3.1	x	11.1	11.7	-11.3	0.1	x	16.6
CC1CCN(C(=O)CSc2nnc(Cc3cccn3C)n2-c2ccc(F)cc2)CC1	-6.5	0.6	-17.7	9.4	10.3	-2.8	-0.1	-4.7	-16.2
O=C(C1CCC(=O)N1Cc1cccnc1)N1CCN(c2ccc(F)cc2)CC1 (stereo not drawn)	-2.9	0.0	6.9	-11.2	3.6	4.8	0.1	-1.4	-7.6
COC(=O)Nc1ccc(S(=O)(=O)N2CCC(C(=O)N(C)C3CCCCC3)CC2)cc1	-5.5	3.9	-0.4	12.3	-10.9	7.6	0.4	-3.5	-41.3
Cc1onc(-c2ccccc2)c1C(=O)NCc1ccc(Cl)cc1	-9.1	3.2	x	-5.2	-10.8	6.1	0.5	x	-0.7
Cc1cc(C)nc(SCC(=O)Nc2nonc2N)n1	-2.8	5.0	-17.4	-9.8	-10.7	13.4	0.3	-6.7	-19.0
COc1ccc(OC)c(-n2cnc3cc(C(=O)O)ccc32)c1	-1.4	7.6	-7.7	-4.9	-8.9	16.2	0.4	-3.3	-8.3
Cc1cc(C(=O)Nc2cccnc2Cl)on1	-3.3	2.7	-5.9	-13.6	-3.6	14.5	0.4	-5.9	7.9
Cc1ccc(C)c(C(O)c2ncc(-c3ccccc3Cl)[nH]2)c1 (stereo not drawn)	-2.8	8.7	x	11.0	-3.5	10.9	1.5	x	3.1
Cc1cc(C(c2ccc(O)cc2)c2cc(C)c(O)cc2C)c(C)cc1O	42.3*	113.0*	18.8	9.1	3.9	30.6	11.4	-26.5	85.0*
O=C(O)c1ccccc1C(=O)Nc1ccc(Br)c2cccnc12	-0.7	6.3	-7.0	10.8	-25.9	16.4	0.2	-8.6	-5.9
CCO/C=N/c1c(C#N)c(CC#N)nn1-c1ccccc1	-1.9	10.7	1.6	-9.0	-0.3	10.6	0.1	4.7	1.6

Ordered by number of heavy atoms (falling): part of the list above.
mol	M1 ag	TAAR1 ag	CHO parental Ca	M1 antag	CHO-K1 Ca antag	M1 PAM parental	CHO-K1 Ca ag	OXTR potentiator	TAAR1 antag
Cc1cc(C(c2ccc(O)cc2)c2cc(C)c(O)cc2C)c(C)cc1O	42.3*	113.0*	18.8	9.1	3.9	30.6	11.4	-26.5	85.0*
COc1ccc(OC)c(-n2cnc3cc(C(=O)O)ccc32)c1	-1.4	7.6	-7.7	-4.9	-8.9	16.2	0.4	-3.3	-8.3
CCO/C=N/c1c(C#N)c(CC#N)nn1-c1ccccc1	-1.9	10.7	1.6	-9.0	-0.3	10.6	0.1	4.7	1.6

Shown as a hit in M1 antag, among the entries above:
compound	M1 ag	TAAR1 ag	M1 antag	OXTR potentiator	TAAR1 antag
CCN(CC)c1ccc(/C=C/C(=O)c2ccc(Br)cc2)cc1	171.0*	137.8*	79.0*	-7.4	80.7*
Cc1ccc(C(=O)OCC(=O)NC(=O)c2ccc(C(C)(C)C)cc2)c(O)c1	1.3	1.4	33.5*	-3.0	-22.8

Screening results as filed in PubChem BioAssay.
